High-throughput results: PubChem, National Center for Advancing Translational Sciences (NCATS)
ERK EGF block = qHTS Assay for Inhibitors of the ERK Signaling Pathway using a Homogeneous Screening Assay; Stimulation with EGF; HEK293-V1b, EGF-stimulated phospho-ERK AlphaScreen; Potency, µM (doses to about 11.5 µM), without a hit: top-dose activity change, negative = inhibition, hits mostly inhibitors; 130,000 tested, 0.41% active; active = well fitted inhibition curve with a large enough effect; inconclusive = small, poorly fitted or top-dose-only effect, or effect the other way;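 also: plate controls were stimulated vehicle wells for no effect and unstimulated vehicle basal for full effect; nearly all actives have a fitted effect of over 55% in size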
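In this qHTS, HEK293 cells with stable type-1 vasopressin (V1b) receptor were exposed to compound at 37C for 30 min, stimulated 5 min with EGF at 25 nM, lysed, and probed for phospho-ERK by AlphaScreen.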
* = called active by the depositor; ? = inconclusive; & = joins results of further samples; [ ] = dose if it differs, or a comment. Potency is read from the fitted curve at half-maximal effect. Some of the compounds tested (hit frequency here may not be typical).

mol | ERK EGF block
O=C(CN1CCN(c2ccccn2)CC1)Nc1cccc(S(=O)(=O)N2CCCC2)c1 | ?
COC(=O)/C=C1\SC(=Nc2ccccc2)NC1=O | 3%
Cc1cc(C(=O)CN2C(=O)NC3(CCCc4sccc43)C2=O)c(C)n1-c1ccc(Cl)cc1 (stereo not drawn) | 2%
CCCCC/C=C\C/C=C\C/C=C\C=C\C(O)CCCC(=O)O (stereo not drawn) | -9%
COC(=O)c1ccc(C23CC4(C2)[C@H](CN(Cc2ccc(-c5ccccc5)cc2)[C@@H]4c2ccccc2)C3c2ccc(Cl)nc2)cc1 (stereo partly drawn) | 7%
Cc1cc2c(n1-c1ccc(C(N)=O)cc1)CC(C)(C)CC2=O | 8%
CC(C)[C@H](NC(=O)c1ccc(F)cc1)C(=O)OCC(=O)NC(=O)c1cccn1C | 6%
CCOC(=O)c1cnc2ccc(OC)cc2c1NCc1ccccc1 | 5%
COc1ccc(CCNC(=O)C(C)c2ccc([N+](=O)[O-])cc2)cc1 (stereo not drawn) | 9%
CC(=O)Nc1ccc(NC(=O)COc2ccc3c(c2)CCC3)cc1 | 9%
CCOC(=O)c1cc(C#N)c(N2CCOCC2)nc1-c1ccccc1 | -5%
O=C(Nc1cccc2ccccc12)N1CCN(c2ncccn2)CC1 | -1%
CCn1c(CNC(=O)c2ccco2)nnc1SCC(=O)c1ccccc1 | 8%
O=C(CSc1nnc2n1CCCN2)c1ccc(Cl)cc1 | 5%
CC(=O)c1sc(NC(=O)COc2ccc(Cl)cc2C)nc1C | 3%[57.5 µM]
CCCCNC(=O)CNC(=S)N(Cc1cc(OC)c(OC)c(OC)c1)C1CCCC1 | 6%
C/C(=N\Nc1ccc([N+](=O)[O-])cc1)c1ccc2c(c1)OCO2 | 3%
O=C(Nc1ccc(F)cc1)Nc1nnc(COc2ccccc2F)s1 | 1%
OCC(CO)(CO)NC(=S)Nc1cc(Cl)cc(Cl)c1 | -3%[57.5 µM]
c1ccc(-c2csc(-c3ccncc3)n2)cc1 | 5%
CC(C)(C)NC(=O)CN(C(=O)Cn1nnc(-c2ccc(Cl)cc2)n1)C1CCN(Cc2ccccc2)CC1 | -10%
c1ccc(OCCOCCN2CCN(C(c3ccccc3)c3ccccc3)CC2)cc1 | ?
Nc1nc(CSC(=S)N2CCCCC2)nc(Nc2ccccc2)n1 | -10%
Nc1ccc(S(=O)(=O)Nc2nccc(/C=C/c3ccccc3F)n2)cc1 | 4%
O=Cc1cn(CC(O)CN2CCCCC2)c2ccccc12 (stereo not drawn) | -9%

6 consecutive entries out of the list so far, quoted:
mol | ERK EGF block
c1ccc(-c2csc(-c3ccncc3)n2)cc1 | 5%
CC(C)(C)NC(=O)CN(C(=O)Cn1nnc(-c2ccc(Cl)cc2)n1)C1CCN(Cc2ccccc2)CC1 | -10%
c1ccc(OCCOCCN2CCN(C(c3ccccc3)c3ccccc3)CC2)cc1 | ?
Nc1nc(CSC(=S)N2CCCCC2)nc(Nc2ccccc2)n1 | -10%
Nc1ccc(S(=O)(=O)Nc2nccc(/C=C/c3ccccc3F)n2)cc1 | 4%
O=Cc1cn(CC(O)CN2CCCCC2)c2ccccc12 (stereo not drawn) | -9%

Later entries.
mol | ERK EGF block
O=C(CNC(=O)c1cccc(F)c1)N/N=C/c1cc(Br)ccc1OCc1ccccc1 | 7%
COc1ccc(-c2csc(CCn3nc(C)cc3C)n2)cc1 | -15%
Nc1ccc(N2CCOCC2)c2nonc12 | 2%
CCC(C)NS(=O)(=O)c1ccc(NC(=O)C2CCCO2)cc1 (stereo not drawn) | -14%
COCCn1c(-c2ccc(C#N)cc2)nc2c1c(=O)[nH]c(=O)n2Cc1ccccc1 | 8%
Cc1cc(C(=O)Nc2ccccc2C(=O)N2CCCCC2)ccc1[N+](=O)[O-] | 6%[57.5 µM]
CN(C)/C=C1\NC(=S)N(c2ccc(Cl)cc2)C1=O | -7%[57.5 µM]
CCOC(=O)C1CCN(C(=O)c2cccc(NS(=O)(=O)c3ccc(F)c(F)c3)c2)CC1 | 0%
CC(=O)Nc1ccc(S(=O)(=O)Oc2ccc(C(=S)N3CCCCC3)cc2)cc1 | 5%
COc1c(N2C[C@@H]3CCCN[C@H]3C2)c(F)cc2c(=O)c(C(=O)O)cn(C3CC3)c12 | 2%
COc1cccc(NS(=O)(=O)c2ccc3c(c2)C2C=CCC2C(c2ccc(C(=O)O)cc2)N3)c1 (stereo not drawn) | 8%
C=CCSc1nc2sc(C)c(C)c2c(=O)[nH]1 | 6%
Cc1ccc(/C=N\NC(=O)C2CN(S(=O)(=O)c3ccccc3)CCN2S(=O)(=O)c2ccccc2)cc1 (stereo not drawn) | 6%
O=C(COC(=O)C1Cc2ccccc2CN1C(=O)c1ccccc1)Nc1ccc(SC(F)F)cc1 (stereo not drawn) | 7%
C[N+]1(C2CCC3CCCC2C3O)CCCC1 (stereo not drawn) | 0%
Nc1cc(N)nc(SCc2nnnn2-c2ccc(Cl)cc2)n1 | 3%
O=C(CS(=O)(=O)c1ccccc1)Nc1ccc(N2CCOCC2)cc1 | -13%
CCN1CCc2nc(NC(=O)c3ccc(S(=O)(=O)N(C)C)cc3)sc2C1 | 2%
O=C(COC(=O)c1ccc2[nH]c3c(c2c1)CCCC3)Nc1ccc(Cl)cc1Cl | 8%
CCc1cccc(C)c1NC(=O)COC(=O)Cc1ccsc1 | 16%
CN(Cc1cccs1)C(=O)Cn1cnc2ccccc2c1=O | 25%
CN(C)/C=C(/C(=O)c1ccc(Cl)cc1)n1cncn1 | -5%
Cc1cc2ncn(/N=C/c3ccc4c(c3)OCO4)c2cc1C | -1%
CC(=O)Nc1ccc(Br)c2ccccc12 | 10%
Cc1cccc(OCC(=O)Nc2ccccc2C(F)(F)F)c1 | 10%

Filtered by structure: the compounds so far containing an NH in an aromatic ring
mol | ERK EGF block
COCCn1c(-c2ccc(C#N)cc2)nc2c1c(=O)[nH]c(=O)n2Cc1ccccc1 | 8%
C=CCSc1nc2sc(C)c(C)c2c(=O)[nH]1 | 6%
O=C(COC(=O)c1ccc2[nH]c3c(c2c1)CCCC3)Nc1ccc(Cl)cc1Cl | 8%

More compounds:
mol | ERK EGF block
FC(F)(F)c1ccccc1NC(=S)NN=C1CCCCCC1 | 0%
ClCCN1C2=NCCCN2c2ccccc21 | 5%
CC1=CC(C)(C)Nc2ccc(OC(=O)CN3C(=O)c4ccccc4C3=O)cc21 | 2%
CC1COc2ccccc2N1C(=O)c1cccnc1Cl (stereo not drawn) | -6%
O=CN1CCN(C(=O)COc2ccc(Cl)cc2Br)CC1 | 5%
CN(C)C(CNc1ncnc2sccc12)c1ccccc1 (stereo not drawn) | 1%
COCC(=O)N1CCC[C@@]2(CCN(C(c3ccccc3)c3ccccc3)C2)C1 | 16%
CCCCCCCCCCCCCC(=O)N[C@@H](C)[C@H](O)c1ccccc1 | 3%
CCN(CC)c1ccc(/C=N/NC(=S)NCc2ccccc2)c(O)c1 | ?
O=C(COc1ccc(Br)cc1)Nc1ccc2c(c1)C(=O)NC2=O | -10%
CCOc1ccc(Nc2nc(NCC3CCCO3)c3ccccc3n2)cc1 (stereo not drawn) | ?
C/C(N[C@@H]1CSCC1O)=C1/C(=O)CC2[C@@H]1C2(C)C (stereo partly drawn) | -9%
O=C1C2CCCN2C(=O)N1CCCCN1CCN(c2cccc(Cl)c2)CC1 (stereo not drawn) | 1%
O=C(O)CSc1c2c(nc3cc(C(=O)NCCN4CCOCC4)ccc13)CCC2 | 0%[57.5 µM]
COC(=O)c1sc(N2CCCCC2)c(C#N)c1N | -1%[57.5 µM]
CC(C)CNC(=O)c1ccccc1NC(=O)c1ccccc1N(C)S(=O)(=O)c1ccccc1 | 2%
NS(=O)(=O)c1ccc(F)c(C(=O)O)c1 | -12%[57.5 µM]
O=C(NCCOc1ccc(Cl)cc1)c1ccc2ccccc2n1 | -2%
COc1c2c(c(C(=O)/C=C/C(C)=C/c3ccccc3)c3c1OCO3)CCN(C)C2 | -7%
CCCn1cc(SCC(N)=O)c2ccccc21 | -23%[57.5 µM]
COc1cc2ncnc(Nc3cccc(Br)c3)c2cc1OC | 0.1µM*
O=C(CCNC(=O)c1ccc(Br)o1)NC1CCCC1 | 1%
CC(C)(C)/C(COc1ccccc1[N+](=O)[O-])=N/O | -11%
Cc1ccc(O)c(-c2cc(C(=O)Nc3ccc(S(=O)(=O)Nc4nc(C)cc(C)n4)cc3)[nH]n2)c1 | 9%
CCOC(=O)C1(CC2CCCCO2)CCN(C(=O)Nc2ccccc2)CC1 (stereo not drawn) | -10%[57.5 µM]
COc1cc(/C=N/NS(=O)(=O)c2ccc(C)cc2)ccc1OCc1ccc(C(=O)O)cc1 | -9%[57.5 µM]
N#Cc1sc2nc(C3CC3)cc(-c3ccccc3)c2c1N | ?
CC(=O)n1cc([C@@H]2C=C(C(=O)N3CCN(Cc4ccccc4)CC3)O[C@H](OCc3ccc(CO)cc3)C2)c2ccccc21 | -2%[57.5 µM]
CC12CC3CC(C)(C1)CC(C(=O)NCc1ccco1)(C3)C2 | 1%
COc1ccc(CCNc2ccc(C(CC(N)=O)NC(=O)c3ccccc3)cc2[N+](=O)[O-])cc1 (stereo not drawn) | -1%[57.5 µM]
CCOC(=O)c1c(C)[nH]c(C(=O)CN2C(=O)NC(C)(CC(C)C)C2=O)c1C (stereo not drawn) | -1%
COC(=O)c1ccccc1NC(=S)N(Cc1ccc2c(c1)OCO2)Cc1cc2cccc(C)c2[nH]c1=O | -15%
O=C(NNC(=O)c1ccccc1-n1cccc1)c1ccc(F)cc1 | 15%
Cc1ccc(NC(=O)CCSc2nnc(C)s2)cc1 | 3%
Cc1ccc(S(=O)(=O)N2CCCCC2)cc1NC(=O)COC(=O)c1cc[n+]([O-])cc1 | 19%
COCCN(C(=S)Nc1ccccc1OC)C(C)c1cccs1 (stereo not drawn) | 7%
COc1ccc(-n2c(SCC(=O)NCc3cccs3)nc3[nH]ncc3c2=O)cc1 | 0%
NNc1ccc(S(=O)(=O)N2CCCCC2)cn1 | -10%[57.5 µM]
C(=N/Nc1cc(N2CCOCC2)nc(N2CCOCC2)n1)/c1ccccc1 | 9%
CCN(Cc1cn2cccnc2n1)C1CCCCC1 | 11%
CCCc1cc2c(cc1NC(=O)c1ccccc1F)OCO2 | -4%
CCOC(=O)CC1COCCN1C(=O)CCc1nnc(-c2ccsc2)o1 (stereo not drawn) | -1%
FC(F)(F)c1cc(-c2ccccc2)nc2ncnn12 | -6%
CCOC(=O)C(C)/C(C)=N/NC(=O)CCC(=O)Nc1cc(C)ccc1C (stereo not drawn) | 4%
CN(C)C(=O)CSc1nnc(Cc2ccc3c(c2)OCO3)o1 | -21%
CN(CCO)c1cnccn1 | -11%
CC1(OC(=O)C2CCCC2)C(=O)C=C2C=C3CCCCN3C=C2C1=O (stereo not drawn) | -2%[57.5 µM]
ClCc1cc2ccccc2nc1Cl | -10%
C[C@@H](NC(=O)c1nc[nH]c1C(=O)N[C@@H](CCCCNC(=O)OC(C)(C)C)C(=O)OC(C)(C)C)c1ccccc1 | 12%[57.5 µM]
CCC(C)(C)NC(=O)C(c1cccn1C)N(C(=O)Cn1nnc2ccccc21)c1ccc(OC)cc1OC (stereo not drawn) | -4%

Continued:
mol | ERK EGF block
COC(=O)CC(c1ccc(OC)c(OC)c1)c1ccc(OC)c(OC)c1 | -2%
Cc1cccc(C(=O)Oc2ccc(/C=N/NC(=O)c3ccccc3O)cc2)c1 | 9%
COc1cc(C(=O)Nc2ccc3c(c2)C(=O)c2ccccc2C3=O)cc(OC)c1OC | 2%
Cc1cc(/C=N/NC(N)=S)c(C)n1-c1ccc(Br)cc1 | 3%
CCCCCCCCCCCCCCCC(=O)NCCO | -1%&-6%&0%&-3%
Brc1ccc(C2=CC(c3ccco3)n3nnnc3N2)cc1 (stereo not drawn) | -11%[57.5 µM]
COC(=O)Cc1ccc(OCC(=O)Nc2ccc(OC(F)(F)F)cc2)cc1 | 12%
Cc1ccc(Cl)c(NC(=O)CCl)c1Cl | 1%
CCOC(=O)C1(Cc2cccc(F)c2)CCN(Cc2c(C)nn(CC)c2C)CC1 | 16%[57.5 µM]
c1ccc2c(c1)Cc1cc3ccccc3nc1-2 | -7%
CSc1nc2nc(-c3cccc(C(F)(F)F)c3)ccn2n1 | -7%
Cc1cc2ccccc2n2c(SCC(=O)Nc3ccc(S(=O)(=O)N4CCCCC4)cc3)nnc12 | -10%
CC(C)Nc1cc(C(C)(C)C)nc2c(-c3ccccc3)cnn12 | -1%[57.5 µM]
CN(CC(=O)NCc1ccccn1)S(=O)(=O)c1ccc2ccccc2c1 | -6%
NCCc1c(-c2ccccc2)n(-c2ccccc2)c2ccccc12 | 1%
Cc1noc(C)c1C(=O)OCC(=O)N(C)C1CCS(=O)(=O)C1 (stereo not drawn) | 2%
CC1(C)OC2C[C@](O)(C(N)=O)C[C@H](O)[C@H]2O1 (stereo partly drawn) | 13%
COc1cc(CNCc2ccccc2)cc(Cl)c1OC | -13%
O=[N+]([O-])c1cccc(-c2n[nH]c(=S)n2Cc2ccccc2)c1 | -9%
Cc1nc(-c2ccccc2Cl)sc1C(=O)/C=C/N(C)C | -7%
COc1ccc(NC(=O)NCCCN2CCN(c3ccccc3F)CC2)cc1 | -3%[57.5 µM]
